Screening data deposited in PubChem by Broad Institute.
C2C12 statin = suppression of simvastatin myotoxicity. C2C12 myotubes + simvastatin, ATP luminescence, 48 h; scaled: DMSO 0, geranylgeraniol control 100. rescue of ATP level, % at 7.49 µM. hit rate 0.78% among 330,000;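 active = mean ATP rescue above about 67%, or every replicate alone reaching that limit, limit read from the data, passing the limit was not always enough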;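 also: myotubes were challenged with 10 µM simvastatin during compound exposure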
esBAF inh = blocks esBAF chromatin remodeling in mouse ES cells | hit rate 2% among 350,000 | reporter increase, % at 12.5 µM | AID 602393 | Bmi1-luciferase knock-in reporter, 24 h; 100% = twice the neutral-well signal; in the data active = activation above about 40%;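 also: 0% = median of the plate's neutral control wells and 100% = double that signal; a rise in the Bmi1 reporter signal indicates esBAF inhibition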
LGR2 antag = inhibitors of bursicon-induced Drosophila LGR2 receptor cAMP signaling. HEK293 LGR2, CRE-luciferase, bursicon-stimulated, 4 h. hit rate 0.35% among 380,000. inhibition, % at 9.99 µM. AID 720647;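 active = drop in luminescence signal, shown as inhibition above about 50% in the replicate tests, limit read from the data, passing the limit was not always enough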;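 also: agonist challenge used bursicon conditioned medium at about half maximal strength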
* marks the source's active call; other numbers are inactive results; / = no result given. An excerpt; the hit share may differ from the screen's.

SMILES	C2C12 statin	esBAF inh	LGR2 antag
C[C@@H]1CN([C@H](C)CO)S(=O)(=O)c2ccc(C#CC3CC3)cc2O[C@H]1CN(C)C(=O)Nc1cc(F)ccc1F	-47	/	3
C[C@@H]1CN([C@H](C)CO)C(=O)c2cc(C#CC3CC3)cnc2O[C@H]1CN(C)C(=O)C1CCCCC1	-15	/	2
CCOC(=O)c1ccc(Nc2cc(C)nc(C)c2C(=O)OCC)cc1	-1	/	25
C[C@H]1CN([C@@H](C)CO)S(=O)(=O)c2ccc(C#CC3CC3)cc2O[C@@H]1CN(C)Cc1cncnc1	-44	/	-9
C[C@H](CO)N1C[C@H](C)[C@@H](CN(C)C(=O)C2CC2)Oc2cc(-c3ccc(C(=O)N(C)C)cc3)ccc2S1(=O)=O	3	/	-3
C[C@H](CO)N1C[C@H](C)[C@H](CN(C)C(=O)C2CC2)Oc2ncc(C#CC3(O)CCCC3)cc2C1=O	-6	/	-13
C[C@H]1CN([C@@H](C)CO)S(=O)(=O)c2ccc(-c3ccc(C(=O)N(C)C)cc3)cc2O[C@H]1CN(C)C(=O)C1CC1	6	/	2
N=c1sccn1CC(=O)NCCc1ccc(Cl)cc1Cl	34	/	16
Cc1ccc(C(C[N+](=O)[O-])n2nc(C)cc2C)cc1 (centres undefined)	0	/	9
COc1ccc(N=Cc2ccc(CNS(=O)(=O)c3ccc(Cl)cc3)o2)cc1	11	/	3
C[C@H]1CN([C@@H](C)CO)S(=O)(=O)c2ccc(-c3ccc(F)cc3)cc2O[C@H]1CN(C)C(=O)C1CCC1	-13	/	2
COCC(=O)N(C)C[C@@H]1Oc2cc(C#CC3CCCC3)ccc2S(=O)(=O)N([C@H](C)CO)C[C@@H]1C	31	/	-2
C[C@@H]1CN([C@@H](C)CO)S(=O)(=O)c2ccc(C3=CCCC3)cc2O[C@H]1CN(C)S(C)(=O)=O	-42	/	2
C[C@H](CO)N1C[C@H](C)[C@@H](CN(C)C(=O)Nc2cc(F)ccc2F)Oc2cc(C#CC3CC3)ccc2S1(=O)=O	9	/	12
C[C@H](CO)N1C[C@H](C)[C@H](CN(C)S(C)(=O)=O)Oc2cc(C3=CCCC3)ccc2S1(=O)=O	11	/	-4
C[C@@H]1CN([C@@H](C)CO)S(=O)(=O)c2ccc(C3=CCCCC3)cc2O[C@@H]1CN(C)C	25	/	-1
C[C@H]1CN([C@@H](C)CO)S(=O)(=O)c2ccc(C#CC(C)(C)O)cc2O[C@@H]1CN(C)C(=O)C1CC1	26	/	-6
C[C@H]1CN([C@@H](C)CO)S(=O)(=O)c2ccc(-c3ccccc3)cc2O[C@@H]1CN(C)C(=O)C1CCC1	19	/	6
C[C@@H]1CN([C@H](C)CO)S(=O)(=O)c2ccc(C3=CCCCC3)cc2O[C@@H]1CN(C)C	-16	/	6
C[C@@H]1CN([C@@H](C)CO)C(=O)c2cc(C#CC3CC3)cnc2O[C@@H]1CN(C)C(=O)C1CCCCC1	-1	/	-4
C[C@H]1CN([C@@H](C)CO)S(=O)(=O)c2ccc(C#CC3CCCC3)cc2O[C@@H]1CN(C)C(=O)c1cccc(F)c1	-41	/	28
C[C@@H]1CN([C@@H](C)CO)S(=O)(=O)c2ccc(Br)cc2O[C@@H]1CN(C)C(=O)C1CCC1	13	/	7
C[C@@H]1CN([C@H](C)CO)C(=O)c2cc(C#CC3CC3)cnc2O[C@@H]1CN(C)C(=O)c1ccncc1	31	/	11
COc1ccccc1-c1ccc2c(c1)O[C@H](CN(C)CC1CC1)[C@H](C)CN([C@@H](C)CO)S2(=O)=O	-74	/	-13
C[C@H](CO)N1C[C@H](C)[C@@H](CN(C)C)Oc2cc(C3=CCCCC3)ccc2S1(=O)=O	-26	/	4
C[C@H]1CN([C@@H](C)CO)S(=O)(=O)c2ccc(C3=CCCC3)cc2O[C@@H]1CN(C)S(C)(=O)=O	40	/	-1
CC(=O)N(C)C[C@@H]1Oc2cc(C3=CCCCC3)ccc2S(=O)(=O)N([C@H](C)CO)C[C@H]1C	-20	/	10
C[C@@H]1CN([C@@H](C)CO)S(=O)(=O)c2ccc(-c3ccc(C(=O)N(C)C)cc3)cc2O[C@H]1CN(C)C(=O)C1CC1	-7	/	0
C[C@@H]1CN([C@H](C)CO)C(=O)c2cc(C3=CCCC3)cnc2O[C@H]1CN(C)C(=O)C1CC1	12	/	-7
C[C@@H]1CN([C@@H](C)CO)S(=O)(=O)c2ccc(C3=CCCCC3)cc2O[C@H]1CN(C)C	-73	/	7
C[C@H](CO)N1C[C@H](C)[C@@H](CN(C)C(=O)c2cccc(F)c2)Oc2cc(C#CC3CCCC3)ccc2S1(=O)=O	-42	/	27
C[C@@H]1CN([C@H](C)CO)S(=O)(=O)c2ccc(C#CC3CC3)cc2O[C@@H]1CN(C)Cc1cncnc1	-13	/	21
C[C@@H]1CN([C@H](C)CO)S(=O)(=O)c2ccc(C#CC(C)(C)O)cc2O[C@H]1CN(C)C(=O)C1CC1	17	/	9
C[C@@H]1CN([C@@H](C)CO)C(=O)c2cc(-c3ccc(F)cc3)cnc2O[C@H]1CN(C)C(=O)c1ccncc1	-8	/	2
C[C@H](CO)N1C[C@H](C)[C@@H](CN(C)C(=O)C2CCC2)Oc2cc(-c3ccccc3)ccc2S1(=O)=O	-30	/	-5
COC(=O)CNC(=O)C12CC3(C)CC(C)(CC(C)(C3)C1)C2	13	/	-13
C[C@@H]1CN([C@H](C)CO)S(=O)(=O)c2ccc(-c3ccccc3)cc2O[C@H]1CN(C)C(=O)C1CCC1	-64	/	1
C[C@@H]1CN([C@H](C)CO)C(=O)c2cc(-c3ccncc3)cnc2O[C@H]1CN(C)C(=O)C1CCC1	19	/	13
CC(C)(C)NC(=O)C1Cc2ccccc2CN1C(=O)Nc1ccccc1Cl (centres undefined)	6	/	12
CCCN(C)C[C@H]1Oc2cc(C3=CCCC3)ccc2S(=O)(=O)N([C@H](C)CO)C[C@H]1C	-33	/	4
C[C@H]1CN([C@@H](C)CO)C(=O)c2cc(C#CC3(O)CCCC3)cnc2O[C@@H]1CN(C)C(=O)C1CC1	26	/	-1
C[C@H](CO)N1C[C@H](C)[C@H](CN(C)C(=O)C2CC2)Oc2cc(-c3cccnc3)ccc2S1(=O)=O	-9	/	-1
O=C(CCSc1nc(-c2ccco2)cc(C(F)(F)F)n1)N1CCN(c2ccccc2)CC1	/	3	0
COc1ccc(C2C(CC(=O)O)=C(O)C(=O)N2c2ccccc2)cc1 (centres undefined)	/	31	-17
Cc1cccc(NC(=O)CSc2nnc(NC(=O)CN3CCOCC3)s2)c1	/	0	-2
COc1ccc(CCNC(=O)CSc2nc(O)c(CC(C)C)c(=O)[nH]2)cc1OC	/	1	15
CCN(CC)CC(=O)Nc1ccc(C)cc1Br	/	12	-28
Cc1noc(C)c1NC(=O)N(C)C[C@H]1OCCCC[C@@H](C)Oc2ccc(NC(=O)Nc3ccccc3)cc2C(=O)N([C@H](C)CO)C[C@@H]1C	/	-2	23
O=S(=O)(c1ccccc1)c1nc(-c2cccs2)oc1NCCCn1ccnc1	/	3	27
C[C@H](CO)N1C[C@H](C)[C@H](CN(C)S(=O)(=O)c2cn(C)cn2)OCCCC[C@H](C)Oc2ccc(NC(=O)Cc3ccccc3)cc2C1=O	/	-7	-18
C[C@H](CO)N1C[C@H](C)[C@@H](CN(C)Cc2ccc(C(F)(F)F)cc2)Oc2ccc(NS(=O)(=O)c3ccc(Cl)cc3)cc2C1=O	/	-4	-6
COc1ccc(CN(C)C[C@H]2OCCCC[C@H](C)Oc3ccc(NC(=O)Cc4ccccc4)cc3C(=O)N([C@H](C)CO)C[C@@H]2C)cc1	/	-1	4
CC(C)C1C(C#N)=C(N)Oc2n[nH]c(-c3ccccc3)c21 (centres undefined)	/	-7	-13
C[C@@H]1CN([C@H](C)CO)C(=O)c2cccc(NS(=O)(=O)c3ccc(Cl)cc3)c2O[C@@H]1CN(C)S(=O)(=O)c1cn(C)cn1	/	-1	-7
C[C@H](CO)N1C[C@H](C)[C@H](CN(C)C(=O)Nc2cccc3ccccc23)OCCCC[C@H](C)Oc2ccc(NS(=O)(=O)c3cn(C)cn3)cc2C1=O	/	36	6
CCn1c(SCC(=O)Nc2cccc(F)c2)nnc1-c1cc2cc(Br)ccc2o1	/	-3	-27
N#Cc1c(NC(=O)c2cc(-n3cnnc3)ccc2Cl)sc2c1CCCC2	/	-24	2
C=CCOC(=O)C1=C(C)OC(N)=C(C#N)C1c1ccc2c(c1)OCO2 (centres undefined)	/	1	-15
CC1(C)Cc2cccc(OCC(O)CN3CCN(c4ccccn4)CC3)c2O1 (centres undefined)	/	4	-14
C[C@@H]1CN([C@H](C)CO)C(=O)c2cc(NC(=O)NC3CCCCC3)ccc2O[C@@H](C)CCCCO[C@H]1CN(C)C(=O)c1ccncc1	/	2	24

3 structures already listed, sorted by length of the SMILES, high to low:
SMILES	C2C12 statin	esBAF inh	LGR2 antag
Cc1noc(C)c1NC(=O)N(C)C[C@H]1OCCCC[C@@H](C)Oc2ccc(NC(=O)Nc3ccccc3)cc2C(=O)N([C@H](C)CO)C[C@@H]1C	/	-2	23
C[C@H]1CN([C@@H](C)CO)C(=O)c2cc(C#CC3(O)CCCC3)cnc2O[C@@H]1CN(C)C(=O)C1CC1	26	/	-1
CC1(C)Cc2cccc(OCC(O)CN3CCN(c4ccccn4)CC3)c2O1 (centres undefined)	/	4	-14

New compounds follow:
SMILES	C2C12 statin	esBAF inh	LGR2 antag
O=C(Nc1nccs1)c1cccc(S(=O)(=O)N2CCOCC2)c1	/	-6	-6
Cc1ccc(NC(=O)CN2C(=O)C3CCCCN3C(=O)c3ccccc32)cc1 (centres undefined)	/	-5	-11
Cc1noc(C)c1NC(=O)N(C)C[C@@H]1OCCCC[C@H](C)Oc2ccc(NC(=O)Nc3cccc4ccccc34)cc2C(=O)N([C@@H](C)CO)C[C@H]1C	/	4	4
O=C(O)C1CCCN1C(=O)Nc1ccccc1 (centres undefined)	/	-5	-3
C[C@@H]1CCCCO[C@@H](CN(C)C(=O)Nc2ccc3c(c2)OCO3)[C@H](C)CN([C@@H](C)CO)C(=O)c2cc(NC(=O)NC3CCCCC3)ccc2O1	/	-1	8
C[C@@H]1CCCCO[C@@H](CN(C)C(=O)C2CCCCC2)[C@@H](C)CN([C@@H](C)CO)C(=O)c2cc(NS(=O)(=O)c3cccs3)ccc2O1	/	4	-14
CN1C(=O)c2ccccc2N(C)C1c1cccs1 (centres undefined)	/	-6	-7
COc1cccc(NC(=O)CSc2nncn2N)c1	/	4	10
O=C(Nc1ccc2c(c1)OCCO2)c1cc(-n2cnnc2)ccc1Cl	/	-11	-10
COC(=O)c1c(C)cc(C)n2c1nc1ccccc12	/	-4	-4
COc1ccc(CN(C)C[C@@H]2OCCCC[C@H](C)Oc3ccc(NS(=O)(=O)c4c(C)noc4C)cc3C(=O)N([C@H](C)CO)C[C@@H]2C)cc1	/	-1	-1
COc1ccc(-c2nc(N)n[nH]2)cc1OC	/	6	4
COC(=O)C1CCN(CC(N)=O)CC1	/	-1	-19
CCN(CC(=O)NC)S(=O)(=O)c1ccc(C)cc1	/	-9	-5
CNC[C@H]1OCCCC[C@@H](C)Oc2ccc(NS(=O)(=O)c3c(C)noc3C)cc2C(=O)N([C@@H](C)CO)C[C@H]1C	/	-6	8
COC(=O)CSC1=C(C#N)C(c2sccc2C)CC(=O)N1 (centres undefined)	/	-20	0
Cc1csc(SCC(=O)Nc2ncc(Cl)c(C)c2Cl)n1	/	2	-1
Cc1noc(C)c1S(=O)(=O)N(C)C[C@H]1OCCCC[C@@H](C)Oc2ccc(NC(=O)Nc3ccc4c(c3)OCO4)cc2C(=O)N([C@@H](C)CO)C[C@H]1C	/	-3	-7
COc1ccc(NC(=O)Nc2ccc3c(c2)C(=O)N([C@@H](C)CO)C[C@H](C)[C@@H](CN(C)S(=O)(=O)c2c(C)noc2C)OCCCC[C@H](C)O3)cc1	/	-3	-9
C[C@H](CO)N1C[C@H](C)[C@H](CN(C)C(=O)CCC(F)(F)F)OCCCC[C@H](C)Oc2ccc(NC(=O)c3ccncc3)cc2C1=O	/	3	-19
Cc1noc(C)c1NC(=O)Nc1cccc2c1O[C@@H](CN(C)C(=O)Nc1ccc(F)cc1)[C@H](C)CN([C@H](C)CO)C2=O	/	1	17
C[C@H](CO)N1C[C@H](C)[C@H](CN(C)Cc2ccc(C(F)(F)F)cc2)OCCCC[C@H](C)Oc2ccc(NS(C)(=O)=O)cc2C1=O	/	5	6

Ordered by molar mass (ascending): some entries from above.
SMILES	C2C12 statin	esBAF inh	LGR2 antag
COc1ccc(-c2nc(N)n[nH]2)cc1OC	/	6	4
CN1C(=O)c2ccccc2N(C)C1c1cccs1 (centres undefined)	/	-6	-7
CCN(CC(=O)NC)S(=O)(=O)c1ccc(C)cc1	/	-9	-5
COc1cccc(NC(=O)CSc2nncn2N)c1	/	4	10
COC(=O)CSC1=C(C#N)C(c2sccc2C)CC(=O)N1 (centres undefined)	/	-20	0
Cc1csc(SCC(=O)Nc2ncc(Cl)c(C)c2Cl)n1	/	2	-1
O=C(Nc1nccs1)c1cccc(S(=O)(=O)N2CCOCC2)c1	/	-6	-6
Cc1ccc(NC(=O)CN2C(=O)C3CCCCN3C(=O)c3ccccc32)cc1 (centres undefined)	/	-5	-11
CNC[C@H]1OCCCC[C@@H](C)Oc2ccc(NS(=O)(=O)c3c(C)noc3C)cc2C(=O)N([C@@H](C)CO)C[C@H]1C	/	-6	8
C[C@H](CO)N1C[C@H](C)[C@H](CN(C)Cc2ccc(C(F)(F)F)cc2)OCCCC[C@H](C)Oc2ccc(NS(C)(=O)=O)cc2C1=O	/	5	6
Cc1noc(C)c1S(=O)(=O)N(C)C[C@H]1OCCCC[C@@H](C)Oc2ccc(NC(=O)Nc3ccc4c(c3)OCO4)cc2C(=O)N([C@@H](C)CO)C[C@H]1C	/	-3	-7
